Assay outcomes as filed in PubChem.
STAT3 blocker – STAT3 signaling inhibition. 190,000 compounds, 0.89% hits. U3A cells, IL-6 STAT3-luciferase reporter, luminescence; host cell line lacks STAT1. inhibition, % at 5.5 µM;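 active = inhibition above the mean inhibition across all screened compounds plus 3 SD, cut at about 44% in these data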;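 also: 0% = DMSO only wells and 100% = 100 µM nifuroxazide control wells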
TNAP act hiacc – increases human TNAP activity under high phosphate acceptor concentration. purified TNAP, CDP-star luminescence, 1 M DEA, 30 min; stronger effect = higher value; 0 = EDTA background, 1 = DMSO-only activity. 200,000 tested, under 10 active. activation factor at 20 µM. P05186;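 active = activation factor at least 2 at 20 µM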
Target sequence (P05186 whole entry, looked up): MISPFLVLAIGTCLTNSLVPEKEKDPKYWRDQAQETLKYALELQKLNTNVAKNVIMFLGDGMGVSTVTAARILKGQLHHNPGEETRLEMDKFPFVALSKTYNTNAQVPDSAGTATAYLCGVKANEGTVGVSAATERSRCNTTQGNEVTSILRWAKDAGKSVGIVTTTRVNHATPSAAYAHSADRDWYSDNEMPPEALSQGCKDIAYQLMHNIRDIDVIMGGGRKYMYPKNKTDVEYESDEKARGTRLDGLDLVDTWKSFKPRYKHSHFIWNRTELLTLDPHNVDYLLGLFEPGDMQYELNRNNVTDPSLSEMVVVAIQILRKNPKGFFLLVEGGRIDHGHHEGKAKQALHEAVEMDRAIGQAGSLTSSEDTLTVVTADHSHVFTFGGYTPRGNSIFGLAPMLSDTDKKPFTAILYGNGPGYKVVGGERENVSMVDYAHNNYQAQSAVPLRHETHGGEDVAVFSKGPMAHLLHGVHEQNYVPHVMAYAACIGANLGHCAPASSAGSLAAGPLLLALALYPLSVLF
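system = human TNAP | amount = enzyme diluted 1/800 final | reagent = 100 µM CDP-star substrate | signal = luminescent substrate turnover signal | dosing = one dose, 20 µM | benchmarks = EDTA negative control, DMSO positive control | measure = activation factor | timing = 30 min reaction, room temperature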
PPARg SRC3 recr – promotes SRC-3 coactivator recruitment by human PPARgamma. P37231. biochemical PPARgamma/SRC-3 coactivator recruitment assay. activation, % at 8 µM. 200,000 compounds, 0.26% hits; in the data active = activation above about 23%;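 also: 0% = DMSO and 100% = reference agonist; some compounds past the cut are filed as inactive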
bIAP inhibitor – intestinal alkaline phosphatase (bovine) inhibition; AID 1019; inhibition, % at 20 µM; purified bovine IAP, CDP-star luminescence, 30 min; 190,000 tested, under 10 active;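 active = over 50% inhibition of intestinal alkaline phosphatase at 20 µM in the single-dose screen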
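test system = bovine IAP enzyme | medium = DEA buffer 100 mM, pH 9.8, with MgCl2 1.0 mM, ZnCl2 0.02 mM | detection = luminescence | dosing = single compound dose of 20 µM, 2% DMSO final | incubation = 30 min reaction at room temperature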
SRC2 TRFRET art – counter-screen for PPARgamma SRC-2 recruitment agonists: TR-FRET artefact; TR-FRET ratio at 8 µM; 200,000 compounds, 0.4% hits; stronger effect = higher value; AID 1049; in the data active = TR-FRET ratio above about 2000; also: inactives centre near 1500
bIAP act – intestinal alkaline phosphatase (bovine) activation; purified bovine IAP, CDP-star luminescence, 30 min; stronger effect = higher value; fold of DMSO-control signal, blank-subtracted; activation factor at 20 µM; 200,000 compounds, 0.17% hits; AID 1016;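 active = activation factor of 2 or more at 20 µM, a signal rise over negative controls twice the positive control's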
ROMK mod – modulates human ROMK potassium channel activity; AID 1918; P48048; B-score at 10 µM; 130,000 compounds, 2% hits; Tet-inducible ROMK, thallium flux fluorescence; actives lie on both sides;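 active = signal ratio slope over the read window, or its plate-corrected B-score, at least 3 SD from the plate mean, either direction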;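 also: B-score of the F/F0 ratio slope over 7 to 12 s after thallium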
STAT1 blocker – inhibitors of IFN-gamma induced STAT1 signaling; NIH 3T3 STAT1-luciferase reporter, luminescence; 200,000 compounds, 0.35% hits; inhibition, % at 5.5 µM;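 active = inhibition above a set limit, the mean inhibition across all tested compounds plus 3 SD, cut at about 34% in these data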;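 also: 0% = IFN-gamma with DMSO and 100% = IFN-gamma with 300 µM nifuroxazide; values of inactives mirror those of a sister screen read the other way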
STAT3 act – STAT3 signaling activation | 190,000 compounds, 0.91% hits | U3A cells, IL-6 STAT3-luciferase reporter, luminescence; 100% = signal with IL-6 EC80 alone | activation (% of control), % at 5.6 µM | AID 871;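 active = activation above the screen-wide mean of compound activation plus 3 SD, cut at about 130% in these data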;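 also: 0% = background luminescence of wells with medium and substrate only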
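Material: STAT3-luciferase reporter U3A cells; Probe or stimulus: IL-6 (33 ng/mL); Incubation: compound pre-incubation 1 h before IL-6, then 6 h stimulation at 37 °C; Technique: luminescence from STAT3-driven luciferase reporter; Evaluation: % activation versus median of IL-6-stimulated wells; Controls: IL-6-only high control.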
PPARg SRC2 recr – promotes SRC-2 coactivator recruitment by human PPARgamma; activation, % at 8 µM; 200,000 compounds, 0.34% hits; PPARgamma LBD-SRC-2 recruitment, biochemical; AID 1032; P37231; in the data active = activation above about 22%;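 also: 0% = vehicle and 100% = reference agonist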
PPARg SRC1 recr – agonists of human PPARgamma SRC-1 coactivator recruitment. PPARgamma-SRC-1 coactivator recruitment biochemical assay. activation, % at 8 µM. 200,000 compounds, 0.41% hits. AID 631; in the data active = activation above about 19%;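 also: 0% = DMSO and 100% = reference agonist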
The depositor's hits bear a star; . = not tested or not shown. Compounds were not picked by outcome; 3.7% or so of the library scored in one or more.

1) COc1ccc(C(=O)Nc2ccc(-c3ccc(C)o3)cc2)cc1S(=O)(=O)N1CCOCC1
2) COc1ccc(N2CCN(c3nc4c(c(=O)n(C)c(=O)n4C)n3Cc3ccccc3)CC2)cc1
3) COC(=O)CSc1nc(C)cc(C)n1
4) CC(C)CC(OC(=O)c1cccs1)C(=O)NCc1cccs1 (centres undefined)
5) CC1CCCN(C(=O)CCS(=O)(=O)Cc2ccccc2)C1 (centres undefined)
6) CCC1NC(=S)NC(C)=C1C(=O)c1ccccc1 (centres undefined)

| screen / no. | 1 | 2 | 3 | 4 | 5 | 6 |
| --- | --- | --- | --- | --- | --- | --- |
| STAT3 blocker | 70* | 13 | 8 | 8 | -2 | 7 |
| TNAP act hiacc | 1 | 1 | 1.1 | 1 | 1 | 1 |
| PPARg SRC3 recr | 4 | 0 | 6 | 2 | 11 | -1 |
| bIAP inhibitor | 12 | -7 | 3 | 37 | 13 | 9 |
| SRC2 TRFRET art | 1627 | 1315 | 1622 | 1595 | 1564 | 1535 |
| bIAP act | 0.9 | 1.1 | 1 | 0.6 | 0.9 | 0.9 |
| ROMK mod | -0.15 | . | . | -0.23 | 0.0059 | 0.046 |
| STAT1 blocker | 0 | 25 | -7 | 4 | -3 | 6 |
| STAT3 act | 45 | 96 | 97 | 96 | 102 | 96 |
| PPARg SRC2 recr | 2 | -3 | 4 | 2 | 10 | 1 |
| PPARg SRC1 recr | 6 | -2 | 9 | -3 | 2 | 3 |

Look-ups from the list:
entry 2 | bIAP act = 1.1
entry 5 | PPARg SRC1 recr = 2
entry 1 | STAT3 blocker = 70*
entry 4 | PPARg SRC1 recr = -3
entry 3 | SRC2 TRFRET art = 1622

Later entries.
7) N#CC1=C(N)N(c2ccccc2)C(c2ccco2)C1(C#N)C#N (centres undefined)
8) CCCC(=O)Nc1c2c(nn1-c1ccc(C)cc1C)CSC2
9) CCOC(=O)CSc1nc2cc3c(cc2cc1C)OCO3
10) CC1(C)C(=O)Nc2ccccc2N1C(=O)COC(=O)C12CC3CC(CC(O)(C3)C1)C2
11) Cc1cc(C)n2nc(C(=O)N/N=C/c3cccs3)nc2n1
12) CCC1CCCN1Cn1cnc2c([nH]c3ccc(C)cc32)c1=O (centres undefined)

| screen / no. | 7 | 8 | 9 | 10 | 11 | 12 |
| --- | --- | --- | --- | --- | --- | --- |
| STAT3 blocker | 2 | -8 | 15 | 6 | 21 | 10 |
| TNAP act hiacc | 1 | 1 | 1.1 | 1.1 | 1 | 1.1 |
| PPARg SRC3 recr | -9 | -15 | 8 | 5 | 7 | 2 |
| bIAP inhibitor | 20 | 2 | 12 | 2 | -5 | 3 |
| SRC2 TRFRET art | 1502 | 1523 | 1627 | 1565 | 1593 | 1599 |
| bIAP act | 0.8 | 1 | 0.9 | 1 | 1.1 | 1 |
| ROMK mod | . | . | . | . | 1 | 0.31 |
| STAT1 blocker | -6 | 3 | -3 | 3 | 4 | -7 |
| STAT3 act | 101 | 109 | 89 | 101 | 88 | 94 |
| PPARg SRC2 recr | 4 | 1 | 6 | -2 | 12 | -3 |
| PPARg SRC1 recr | -2 | 4 | 14 | 2 | 3 | 2 |

Whole records, quoted from the list. Values in the order: STAT3 blocker, TNAP act hiacc, PPARg SRC3 recr, bIAP inhibitor, SRC2 TRFRET art, bIAP act, ROMK mod, STAT1 blocker, STAT3 act, PPARg SRC2 recr, PPARg SRC1 recr
Listed for N#CC1=C(N)N(c2ccccc2)C(c2ccco2)C1(C#N)C#N (centres undefined) = 2, 1, -9, 20, 1502, 0.8, ., -6, 101, 4, -2
Listed for CCCC(=O)Nc1c2c(nn1-c1ccc(C)cc1C)CSC2 = -8, 1, -15, 2, 1523, 1, ., 3, 109, 1, 4
Listed for CCOC(=O)CSc1nc2cc3c(cc2cc1C)OCO3 = 15, 1.1, 8, 12, 1627, 0.9, ., -3, 89, 6, 14
Listed for CC1(C)C(=O)Nc2ccccc2N1C(=O)COC(=O)C12CC3CC(CC(O)(C3)C1)C2 = 6, 1.1, 5, 2, 1565, 1, ., 3, 101, -2, 2

The listing continues.
13) CCN(CC)S(=O)(=O)c1ccc(C(=O)OCC(=O)N2CCN(C(=O)c3ccco3)CC2)cc1
14) Cc1ccc(N2C(=S)NC3c4cc(Cl)ccc4OC2(C)C3C(=O)N(C)C)cc1 (centres undefined)
15) Cc1ccc(C)c(S(=O)(=O)NC(Cc2c[nH]c3ccccc23)C(=O)O)c1 (centres undefined)
16) c1ccc(Cn2cnc3ccccc32)cc1
17) O=C(Cc1c[nH]c2ccccc12)OCCOC(=O)Cc1c[nH]c2ccccc12
18) Cc1ccc(N(C(=O)Cc2cccs2)C(C(=O)NC2CCCC2)c2ccncc2)cc1 (centres undefined)

| screen / no. | 13 | 14 | 15 | 16 | 17 | 18 |
| --- | --- | --- | --- | --- | --- | --- |
| STAT3 blocker | 6 | 16 | -6 | -5 | -39 | -9 |
| TNAP act hiacc | 1 | 1 | 1 | 1 | 1 | 1.1 |
| PPARg SRC3 recr | -9 | -2 | 1 | 7 | 0 | 2 |
| bIAP inhibitor | -2 | -6 | -8 | 7 | 0 | -6 |
| SRC2 TRFRET art | 1582 | 1373 | 1655 | 1531 | 1639 | 1398 |
| bIAP act | 1 | 1.1 | 1.1 | 0.9 | 1 | 1.1 |
| ROMK mod | . | 0.33 | 0.2 | . | . | . |
| STAT1 blocker | 0 | -2 | 4 | 8 | 6 | -4 |
| STAT3 act | 100 | 95 | 106 | 105 | 136* | 111 |
| PPARg SRC2 recr | -4 | 6 | 7 | 6 | 2 | -3 |
| PPARg SRC1 recr | -1 | 8 | 4 | -2 | 8 | -4 |

19) COc1ccc(OC)c(C2C3=C(CCCC3=O)Nc3nnnn32)c1 (centres undefined)
20) O=C(c1cc(-c2ccc3c(c2)OCO3)on1)N1CCN(c2ccc(F)cc2)CC1
21) Clc1ccccc1CSc1snnc1-c1ccccc1
22) CCCCOc1ccc(CSCCN=C(N)N)cc1

| screen / no. | 19 | 20 | 21 | 22 |
| --- | --- | --- | --- | --- |
| STAT3 blocker | 8 | -1 | 19 | 24 |
| TNAP act hiacc | 1 | 1.1 | 1 | 1.1 |
| PPARg SRC3 recr | 0 | -5 | -2 | 2 |
| bIAP inhibitor | 9 | 4 | 46 | 4 |
| SRC2 TRFRET art | 1475 | 1446 | 1577 | 1574 |
| bIAP act | 0.9 | 1 | 0.5 | 1 |
| ROMK mod | -0.13 | . | . | -3.4* |
| STAT1 blocker | -7 | 2 | -12 | 16 |
| STAT3 act | 96 | 104 | 89 | 81 |
| PPARg SRC2 recr | 0 | 2 | 5 | 10 |
| PPARg SRC1 recr | 6 | 0 | -1 | 1 |

Part of the list above, with bars between the fields:
item | canonical_smiles | STAT3 blocker | TNAP act hiacc | PPARg SRC3 recr | bIAP inhibitor | SRC2 TRFRET art | bIAP act | ROMK mod | STAT1 blocker | STAT3 act | PPARg SRC2 recr | PPARg SRC1 recr
19 | COc1ccc(OC)c(C2C3=C(CCCC3=O)Nc3nnnn32)c1 (centres undefined) | 8 | 1 | 0 | 9 | 1475 | 0.9 | -0.13 | -7 | 96 | 0 | 6
20 | O=C(c1cc(-c2ccc3c(c2)OCO3)on1)N1CCN(c2ccc(F)cc2)CC1 | -1 | 1.1 | -5 | 4 | 1446 | 1 | . | 2 | 104 | 2 | 0
21 | Clc1ccccc1CSc1snnc1-c1ccccc1 | 19 | 1 | -2 | 46 | 1577 | 0.5 | . | -12 | 89 | 5 | -1
22 | CCCCOc1ccc(CSCCN=C(N)N)cc1 | 24 | 1.1 | 2 | 4 | 1574 | 1 | -3.4* | 16 | 81 | 10 | 1
